Bioassay records as filed in PubChem.
SRC3 inh – inhibits human SRC3 coactivator; Q9Y6Q9; AID 588352; inhibition, % at 3.6 µM; HEK293 GAL4-SRC3 luciferase reporter, luminescence; hit rate 0.17% among 360,000;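 active = inhibition above a per-campaign cutoff, the mean of all compounds plus 3 SD, cut at about 60% in these data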;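 also: 0% = DMSO-treated cells and 100% = gossypol-treated cells at 36 µM; higher means less SRC3-driven luciferase light from the GAL4 reporter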
Target sequence (Q9Y6Q9 whole entry, looked up, the tested form may be a part): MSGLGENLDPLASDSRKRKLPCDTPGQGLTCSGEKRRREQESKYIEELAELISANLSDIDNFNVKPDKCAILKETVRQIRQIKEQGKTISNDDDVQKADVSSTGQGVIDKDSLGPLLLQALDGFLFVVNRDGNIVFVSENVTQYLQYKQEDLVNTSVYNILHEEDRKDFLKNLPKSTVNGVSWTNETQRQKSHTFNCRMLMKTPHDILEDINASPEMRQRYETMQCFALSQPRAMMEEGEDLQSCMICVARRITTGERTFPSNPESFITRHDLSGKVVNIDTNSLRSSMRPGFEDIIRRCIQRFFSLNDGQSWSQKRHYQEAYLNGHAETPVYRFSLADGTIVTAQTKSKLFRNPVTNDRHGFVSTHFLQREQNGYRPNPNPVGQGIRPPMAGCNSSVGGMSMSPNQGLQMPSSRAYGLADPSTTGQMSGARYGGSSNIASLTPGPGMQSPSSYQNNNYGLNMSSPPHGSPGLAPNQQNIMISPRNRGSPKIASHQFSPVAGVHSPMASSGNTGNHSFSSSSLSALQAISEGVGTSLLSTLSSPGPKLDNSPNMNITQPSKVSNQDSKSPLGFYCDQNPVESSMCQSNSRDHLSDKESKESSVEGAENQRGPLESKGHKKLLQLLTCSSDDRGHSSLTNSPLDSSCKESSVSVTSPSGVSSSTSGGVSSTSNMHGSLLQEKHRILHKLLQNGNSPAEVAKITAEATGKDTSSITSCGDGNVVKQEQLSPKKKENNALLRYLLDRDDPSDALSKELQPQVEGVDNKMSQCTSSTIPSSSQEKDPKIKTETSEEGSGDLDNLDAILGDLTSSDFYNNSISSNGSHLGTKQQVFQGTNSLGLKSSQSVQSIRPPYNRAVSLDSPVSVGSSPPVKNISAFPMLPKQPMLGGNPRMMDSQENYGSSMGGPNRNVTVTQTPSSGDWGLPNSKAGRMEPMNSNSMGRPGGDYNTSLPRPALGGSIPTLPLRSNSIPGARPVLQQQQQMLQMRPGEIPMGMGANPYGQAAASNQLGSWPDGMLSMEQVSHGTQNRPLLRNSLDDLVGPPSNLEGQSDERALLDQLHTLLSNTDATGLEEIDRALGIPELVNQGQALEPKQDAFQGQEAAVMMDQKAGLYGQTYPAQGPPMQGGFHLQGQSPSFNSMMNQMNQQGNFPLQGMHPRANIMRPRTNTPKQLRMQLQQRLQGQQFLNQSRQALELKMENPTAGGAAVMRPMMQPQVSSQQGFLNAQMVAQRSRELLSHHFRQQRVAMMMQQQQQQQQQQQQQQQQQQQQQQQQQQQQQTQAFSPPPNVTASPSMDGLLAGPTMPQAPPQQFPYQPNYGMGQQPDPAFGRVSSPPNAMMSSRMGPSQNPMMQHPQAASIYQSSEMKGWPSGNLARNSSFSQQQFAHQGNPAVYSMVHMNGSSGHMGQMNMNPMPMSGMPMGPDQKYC
Vif imaging – blocks HIV Vif function; HEK293T cells, Vif self-association by quenched fluorescence, imaging, 24 h; inhibition, % at 7.49 µM; hit rate 0.35% among 340,000; in the data active = inhibition above about 50%, passing the limit was not always enough; also: some results filed as inactive read as strong as hits
TROY NFkB inh – TROY signaling inhibition; Q293 LMP1-TROYcd NF-kB luciferase reporter, 4 h; inhibition, % at 10 µM; hit rate 0.98% among 360,000; AID 1347056;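 active = compounds whose plate-normalised and pattern-corrected inhibition of the luciferase reporter signal at the single screening dose is 50% or more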
EBV LMP1 NFkB – reduces LMP1-driven NF-kappaB luciferase signal; hit rate 0.69% among 350,000; LMP1-induced NF-kappaB luciferase reporter cells, luminescence; inhibition, % at 12.5 µM; in the data active = inhibition above about 41%;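 also: 0% = neutral control wells and 100% = reference inhibitor control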
NOD2-RIPK2 inh – NOD2-RIPK2 protein interaction inhibition | inhibition, % at 4.98 µM | CHO BLA complementation NOD2-RIPK2, CCF4 ratio | O43353 | hit rate 0.38% among 360,000; in the data active = inhibition above about 21%;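 also: 0% = vehicle only and 100% = reference blocker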
NR2F2 inh – NR2F2 (human) inhibition, primary screen | HEK293T NGFI-A luciferase reporter, luminescence | inhibition, % at 8.6 µM | hit rate 0.7% among 370,000 | AID 686940 | P24468;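 active = inhibition above a per-plate cutoff, mean inhibition of test wells between control levels plus 3 SD, cut at about 38% in these data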;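 also: cells cotransfected with COUP-TFII expression vector driving the NGFI-A reporter; 0% = median of COUP-TF2 test wells and 100% = reporter-only cells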
TLR9-MyD88 block – blocks human TLR9 binding to MyD88; inhibition, % at 4.98 µM; Q9NR96+Q99836; AID 504734; CHO BLA complementation TLR9-MyD88, CCF4 FRET ratio; hit rate 0.21% among 340,000;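 active = inhibition above the mean over all tested compounds plus 3 SD, cut at about 21% in these data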;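 also: 0% = DMSO only wells and 100% = clavulanate BLA inhibitor control wells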
SRC2 inh – inhibits human steroid receptor coactivator 2; HEK293 GAL4-SRC2 luciferase reporter, luminescence; AID 651957; Q15596; hit rate 0.17% among 370,000; inhibition, % at 9 µM;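 active = inhibition above the mean inhibition of all tested compounds plus 3 SD, set per campaign, cut at about 52% in these data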;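 also: 0% = DMSO treated cells and 100% = cells given Gossypol at 36 µM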
SRC1 inh – inhibits human SRC1 coactivator. Q15788. HEK293 GAL4-SRC1 luciferase reporter, luminescence. inhibition, % at 3.6 µM. hit rate 0.12% among 360,000;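 active = inhibition above the campaign mean plus 3 SD, with each screening campaign given its own cutoff, cut at about 60% in these data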;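 also: 0% = DMSO treated cells and 100% = gossypol at 36 µM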
LRH-1 inv ag – NR5A2 inverse agonism in reporter assay; O00482; HEK293T StAR-luciferase reporter, LRH-1 transfected, 24 h; inhibition, % at 3.6 µM; hit rate 0.13% among 360,000;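 active = inhibition above the mean inhibition of all tested compounds plus 3 SD, cut at about 73% in these data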;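 also: 0% = DMSO wells and 100% = reporter-only cells lacking LRH-1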
C8 TRAIL sens – sensitizes caspase-8 expressing cells to TRAIL. hit rate 1% among 360,000. inhibition (viability loss, TRAIL sensitization), % at 10 µM. NB7+C8 cells + TRAIL, ATPlite viability luminescence;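 active = compounds causing at least 50% loss of cell viability in the single-dose screen, relative to plate controls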
Numbers without * were called inactive; · = no result given. Not all compounds are listed; the hit share may differ from the screen's.

SMILES	SRC3 inh	Vif imaging	TROY NFkB inh	EBV LMP1 NFkB	NOD2-RIPK2 inh	NR2F2 inh	TLR9-MyD88 block	SRC2 inh	SRC1 inh	LRH-1 inv ag	C8 TRAIL sens
CCCCCn1c(=O)c(C(=O)OCC)c(O)c2ccccc21	15.6	8.6	-2.2	-0.7	-4.7	-6.3	3.8	10.3	-3.3	-2.0	-5.9
Cc1ccc(S(=O)(=O)Nc2ccc(N3CCOCC3)cc2)cc1	-8.2	6.5	16.9	-1.2	-8.0	-6.1	0.6	-10.7	-11.7	-11.8	-0.6
CN(CCO)S(=O)(=O)c1ccc2c(c1)C(=NN)c1cc(S(=O)(=O)N(C)CCO)ccc1-2	8.0	-8.1	23.0	6.1	-2.4	8.0	0.9	-7.5	-3.7	18.1	-0.4
Cc1[nH]c2ccccc2c1C(=O)CSC(=S)N(C)C1CCCCC1	17.7	-0.2	2.9	-18.0	7.6	5.8	1.0	-4.1	-12.8	-23.6	-3.6
CCc1cccc(NC(=O)CCCn2c(=O)[nH]c3ccsc3c2=O)c1	4.3	11.1	-6.0	-3.3	-8.7	0.0	0.7	6.1	-2.7	10.5	-0.6
CCCn1c(N2CCN(C(=O)/C=C/C(=O)O)CC2)nc2ccccc21	-8.5	5.9	23.3	3.3	2.8	16.3	-0.1	0.5	18.5	-1.0	-2.0
COCCCNc1oc(/C=C/c2ccccc2)nc1C#N	-115.5	-8.3	-30.0	-86.7	-5.3	-47.2	0.1	-93.0	-88.2	-106.5	21.3
Cn1cccc1/C=C1\SC(=S)N(NC(=O)c2ccc(Cl)cc2)C1=O	1.7	-0.4	21.5	-2.4	-4.2	8.7	-8.8	10.0	4.4	1.3	-16.7
CCCC(=O)Nc1ccc(C(=O)O)cc1NC(=O)CCC	6.2	-3.3	-14.0	-13.6	-11.0	-8.8	3.1	0.5	-26.0	17.2	-16.1
Cc1cc(C)cc(N(CCC#N)C(=O)CN2C(=O)NC3(CCCC3)C2=O)c1	3.6	2.4	-10.1	-1.0	-3.2	0.5	8.8	1.0	-12.6	10.6	-1.6
O=C(CN1C(=O)C2CCCCC2C1=O)N1CCN(c2ccccc2)CC1 (centres undefined)	7.8	-3.4	-23.1	-6.3	-3.3	-13.3	-10.3	-29.3	13.7	3.9	-2.1
CC1Cc2cc(S(=O)(=O)N3CCC(C(=O)N4CCCCC4)CC3)ccc2N1C(=O)C1CC1 (centres undefined)	18.3	-5.0	-17.3	6.6	-29.6	-4.9	-1.5	-0.1	0.0	5.0	12.4
CN(C)CCN1CC(C(=O)O)CC1=O (centres undefined)	-9.5	·	9.1	-5.5	-24.5	-1.0	2.3	-13.9	4.1	-1.1	-5.2
CCn1cc(C(=O)NCCC(=O)NC(C)C)c(=O)c2cc3c(cc21)OCO3	9.3	-0.4	1.9	-4.7	-3.7	1.9	-0.9	-7.7	-0.6	-3.7	3.9
O=S1(=O)[C@H]2CC3O[C@]2(C[C@@H]3c2ccc(F)cc2)CN1Cc1ccc(Cl)cc1	10.1	·	27.2	-1.8	10.8	0.0	5.1	-10.7	-0.7	10.2	-9.5
O=C(CSCc1ccc(Cl)cc1)N/N=C/c1c(Cl)cccc1Cl	2.5	10.4	10.2	4.7	0.4	-11.0	-0.5	-6.5	-7.0	-9.1	2.2
Cc1[nH]n(-c2ccc([N+](=O)[O-])cc2)c(=O)c1C=NCCN1CCN(C(=O)c2ccccc2)CC1	-18.3	0.7	0.8	-1.0	-3.4	1.7	5.3	-6.7	13.0	-2.9	23.5
Nc1c(N=Nc2cccc(Cl)c2)c(=O)[nH]n1-c1ccccc1	-20.4	-13.5	-59.9	-17.2	-8.0	3.8	-8.0	10.9	-19.5	0.0	1.1
Cc1csc(NC(=O)CCC(=O)c2cccs2)n1	3.7	-1.7	-7.4	-7.2	1.9	-4.4	11.6	-3.4	-5.9	-8.6	0.1
Cc1noc(C)c1S(=O)(=O)Nc1ccc2c(c1)C(=O)N([C@@H](C)CO)C[C@@H](C)[C@@H](CN(C)CC1CCCCC1)OCCCC[C@@H](C)O2	-12.3	-2.2	3.3	-2.5	-2.5	1.4	-2.3	14.7	-4.4	-10.9	2.8
CC(=O)Nc1ccc(S(=O)(=O)NCCC(=O)OCC(=O)c2ccc(Br)cc2)cc1	10.5	2.5	-12.2	-3.2	-0.6	-12.2	-1.5	3.6	-1.3	-14.2	-7.5
COc1cccc(/C=C/C(=O)OCC(=O)NCCc2ccccc2)c1	4.8	7.5	-1.1	-3.3	-4.6	12.0	-2.7	-12.1	-0.5	0.0	3.1
CC12CCC(=O)N1C(C(=O)NNC(=O)c1ccc(F)cc1)CS2 (centres undefined)	-11.4	12.8	-8.3	-0.7	-7.1	-12.8	4.6	-24.5	4.0	4.8	1.1
COC(=O)c1cccc(NC(=O)c2cnoc2C)c1	-9.7	0.5	-7.3	2.2	-4.7	1.6	-2.1	-12.2	16.6	20.9	6.1

Reprinted from the part before: 3 compounds, then new ones.
SMILES	SRC3 inh	Vif imaging	TROY NFkB inh	EBV LMP1 NFkB	NOD2-RIPK2 inh	NR2F2 inh	TLR9-MyD88 block	SRC2 inh	SRC1 inh	LRH-1 inv ag	C8 TRAIL sens
COc1cccc(/C=C/C(=O)OCC(=O)NCCc2ccccc2)c1	4.8	7.5	-1.1	-3.3	-4.6	12.0	-2.7	-12.1	-0.5	0.0	3.1
CC12CCC(=O)N1C(C(=O)NNC(=O)c1ccc(F)cc1)CS2 (centres undefined)	-11.4	12.8	-8.3	-0.7	-7.1	-12.8	4.6	-24.5	4.0	4.8	1.1
COC(=O)c1cccc(NC(=O)c2cnoc2C)c1	-9.7	0.5	-7.3	2.2	-4.7	1.6	-2.1	-12.2	16.6	20.9	6.1
Cc1cc(Br)ccc1S(=O)(=O)NCc1ccccc1	-9.7	2.1	0.9	3.1	-0.4	-8.9	-11.3	19.7	-14.7	-5.0	-18.3
Cc1ccc(NC(=O)CSCC(=O)Nc2cc(C(F)(F)F)ccc2N2CCOCC2)cc1	5.9	-14.3	-12.8	-1.6	2.2	·	4.6	·	-1.7	12.0	-15.3
O=C(Nc1ccc(F)cc1)N1CCN(c2ccc(F)cc2)CC1	0.8	0.3	-3.1	-0.1	-2.7	8.0	5.1	-16.3	7.6	-10.7	-2.4
COc1ccc(OC)c(-c2csc(NC(=O)Cc3ccccc3)n2)c1	-2.6	-6.2	-7.0	-15.2	-3.2	0.4	-1.8	8.7	-3.9	-31.8	4.6
CS(=O)(=O)N(CC(=O)NCc1ccncc1)c1cc(Cl)ccc1Cl	13.6	-5.6	-2.9	6.0	3.2	-7.7	4.9	-24.4	8.8	0.1	-2.9
COc1ccc(NC(=O)CC(c2ccco2)C(C)C)cc1 (centres undefined)	-25.5	·	1.7	-11.9	1.4	0.1	9.8	7.4	-20.0	-1.8	-6.9
CCOC(=O)[C@@H]1[C@H]2COc3ccc(Br)cc3[C@@H]2N2C(=O)N(c3cccc(F)c3)C(=O)[C@]12C	-30.5	-2.0	-16.4	-5.0	-7.0	3.5	-8.5	21.6	3.9	10.8	-10.2
O=C(COC(=O)c1ccc(Cl)cc1O)Nc1cccnc1Cl	-1.6	9.1	-20.5	0.1	-0.1	1.5	3.6	-0.9	14.2	29.2	-14.6
CC(=O)Nc1ccc(C(=O)CSc2nnc(-c3ccc(O)cc3)n2CC2CCCO2)cc1 (centres undefined)	-3.3	12.6	15.8	-2.7	-15.5	23.8	-1.9	2.0	-13.7	16.6	10.4
O=C(O)c1ccccc1N1C(=O)c2cccc3cccc(c23)C1=O	-10.3	6.0	-11.8	-18.5	-4.1	-10.0	1.9	-2.1	-3.3	-1.1	-13.3
CCN(CC(=O)NCc1cccs1)C(=O)c1cccc(S(=O)(=O)N(CC)c2ccccc2)c1	14.8	4.1	3.0	-8.7	1.8	9.2	4.5	2.6	-0.9	26.1	-2.3
COc1ccc(CCNC(=O)C(=O)NCC2CCCN2S(=O)(=O)c2ccccc2)cc1 (centres undefined)	9.6	-29.8	50.9*	7.9	9.1	15.6	-6.6	9.1	21.3	0.8	22.6
NS(=O)(=O)c1ccc(CNC(=O)/C=C/c2c(F)cccc2Cl)cc1	3.6	-7.0	-8.1	-3.3	-2.6	23.1	1.1	-1.9	-11.1	6.7	-4.8
OCC1CCN(Cc2cn(Cc3ccccc3)nc2-c2cc3ccccc3o2)CC1	-8.9	-8.1	-22.9	1.6	0.8	-15.8	-3.9	-4.0	-19.6	-2.7	5.6
Cc1ccc(NC(=O)COC(=O)CN2C(=O)COc3ccccc32)cc1	-28.5	·	9.1	3.0	-0.6	9.8	-11.5	-3.2	-2.2	4.4	-6.7
O=C(CN(Cc1ccc(F)cc1)S(=O)(=O)c1ccc(S(=O)(=O)N2CCOCC2)cc1)Nc1ccccc1	2.0	-17.6	1.9	9.2	-5.4	3.9	2.6	9.1	10.3	8.8	-3.3
O=[N+]([O-])c1cccnc1N1CCCCC1	-3.4	-4.2	12.4	-1.4	-2.6	9.8	-0.6	-1.8	6.0	19.3	2.0
CCOC(=O)C1=C(COC(=O)/C=C/c2ccc(SC)cc2)NC(=O)NC1C (centres undefined)	-12.6	11.3	21.9	-4.4	-5.4	0.3	-1.0	-29.8	-7.8	-5.2	23.3
N#CC1=C(N)NC(=S)C(C(N)=O)C1c1ccc([N+](=O)[O-])cc1 (centres undefined)	-16.5	-1.9	-2.3	-0.5	1.0	-21.3	-4.1	-19.7	4.6	5.5	-3.5
CNC(=S)N1CCC(NC(=O)C(Cc2ccc(F)cc2)NC(C)=O)CC1 (centres undefined)	24.2	-4.5	-19.4	9.5	-1.4	-5.8	4.3	4.1	-4.5	7.4	-1.6
CCOC(=O)c1c(C)n(C)c2cc(-c3cccc(C(F)(F)F)c3)c(O)cc12	10.4	-6.1	2.6	22.9	-1.7	2.5	0.9	-16.9	9.8	-2.1	-4.1
COc1ccccc1CN1CCC(n2nccc2NC(=O)CCCc2ccccc2)CC1	4.1	-4.3	6.4	7.0	-8.6	-11.6	-3.3	-6.6	-13.8	9.9	17.0
CCCCCCn1c(CN2CCN(C)CC2)nc2c1c(=O)n(C)c(=O)n2C	-1.6	1.8	11.5	8.4	4.4	-23.1	3.3	-12.0	1.8	-7.0	4.6
CN(C)C(CNC(=O)c1cccs1)c1cccnc1 (centres undefined)	-11.4	10.3	-3.2	0.6	-14.9	-0.3	-9.7	-13.4	-9.2	-10.6	18.2
COc1cc(NC(=O)C2CCN(S(=O)(=O)c3cnc[nH]3)CC2)cc(OC)c1OC	24.4	-1.4	-20.0	-13.6	-10.7	4.6	-7.1	-42.2	-3.0	-8.3	-8.8
CC(=O)/C(=N/Nc1cccc(C)c1)N1CCOCC1	3.7	-1.0	-16.1	-8.1	-2.1	-8.0	-3.0	-25.9	-6.3	-9.2	3.0
COc1cc(/C=C/C(=O)c2ccc(C)cc2)ccc1OCC#N	60.9	0.3	-9.6	-22.2	-8.7	17.4	6.8	40.2	11.6	42.8	12.6
Cc1cc(-c2csc(NC(=O)c3ccc(C#N)cc3)n2)c(C)n1Cc1ccccc1	9.8	6.1	7.6	4.7	8.9	11.8	-6.1	3.0	-2.4	14.7	-1.2
Cc1cc([N+](=O)[O-])nn1CC(=O)NCCc1c[nH]c2ccccc12	17.3	2.4	-9.1	8.9	-12.4	-13.1	-6.0	-14.4	5.2	-5.6	-23.4
